Assay outcomes as filed in PubChem.
EP2 modulator – EP2 receptor modulators, cAMP readout, primary screen, cell-based, HTRF cAMP, PGE2 stimulation; Prostaglandin E2 receptor EP2 subtype (Homo sapiens), P43116; EP2-expressing cells, cAMP HTRF FRET, PGE2 co-stimulation; induction, % at 25 µM; actives 0.83% (n = 260,000); AID 940, 2007;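 active = compounds whose cAMP rise, as percent of the full-agonist control response, exceeds 60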;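 also: rat C6 glioma line stably carrying human EP2 under a CMV promoter; the protocol text gives 20 µM as final concentration; 100% = response of wells given 1 µM PGE2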
Target sequence (P43116 whole entry, looked up): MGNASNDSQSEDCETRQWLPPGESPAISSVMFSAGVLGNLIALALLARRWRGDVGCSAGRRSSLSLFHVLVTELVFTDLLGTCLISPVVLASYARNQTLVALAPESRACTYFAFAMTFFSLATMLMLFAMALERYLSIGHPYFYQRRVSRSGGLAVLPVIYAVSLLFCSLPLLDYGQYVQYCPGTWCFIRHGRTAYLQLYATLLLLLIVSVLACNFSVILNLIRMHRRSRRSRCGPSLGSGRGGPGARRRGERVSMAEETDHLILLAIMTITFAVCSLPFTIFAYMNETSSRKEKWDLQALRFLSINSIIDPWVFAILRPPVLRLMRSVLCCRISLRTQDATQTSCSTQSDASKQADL
PPC-1+TRAIL kill – compounds killing PPC-1 cancer cells with TRAIL present, primary screen, TRAIL potentiator project, ATPLite luminescence, uHTS; PPC-1 cells + TRAIL, ATPLite viability luminescence; cell killing (% activity), % at 4 µM; actives 0.41% (n = 220,000);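 active = cell killing above 50% in the first pass at 4 µM, then a duplicate retest at 5 µM averaging 50% or more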;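 also: plate controls were cells with TRAIL plus DMSO for no effect and medium-only wells lacking cells for full effect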
NPY1 pot ag – NPY-Y1 receptor potentiators or agonists, primary screen, cell-based; activation, % at 3.6 µM; actives 0.37% (n = 220,000); Neuropeptide Y receptor type 1 (Homo sapiens), P25929; NPY-Y1 expressing cells, potentiator/agonist activation; AID 1304, 2008; in the data active = activation above about 33%, passing the limit was not always enough;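 also: cells stimulated with NPY at EC10 then isoproterenol at EC100; 0% = low agonist plus stimulus and 100% = saturating agonist plus stimulus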
Target sequence (P25929 whole entry, looked up): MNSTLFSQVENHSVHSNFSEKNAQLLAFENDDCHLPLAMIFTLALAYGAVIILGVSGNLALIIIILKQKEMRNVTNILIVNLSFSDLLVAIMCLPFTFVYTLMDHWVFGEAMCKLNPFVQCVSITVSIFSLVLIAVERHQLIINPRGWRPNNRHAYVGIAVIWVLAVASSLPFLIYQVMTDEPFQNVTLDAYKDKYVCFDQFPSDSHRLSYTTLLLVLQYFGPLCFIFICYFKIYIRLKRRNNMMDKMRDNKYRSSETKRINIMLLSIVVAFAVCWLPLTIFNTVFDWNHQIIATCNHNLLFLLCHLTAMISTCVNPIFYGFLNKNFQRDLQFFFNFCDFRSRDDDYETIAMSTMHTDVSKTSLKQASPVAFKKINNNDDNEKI
TRPML3 ag – human TRPML3 channel agonists, primary screen, cell-based, HEK293 TRPML3-YFP, Fluo-8 calcium fluorescence, 3 µM; Mucolipin-3 (Homo sapiens), Q8TDD5; 100% = the carbachol control signal; activation, % at 3 µM; actives 0.29% (n = 220,000); AID 1448, 2008;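 active = activation above its plate's cutoff, the mean activation of the plate's test wells plus 3 SD, cut at about 12% in these data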;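 also: 0% = DMSO only wells and 100% = carbachol wells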
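Material: HEK293 cells stably carrying human TRPML3-YFP; compound dosing: single dose, 3 µM final nominal compound, 0.3% DMSO final; incubation: 1-h 37 °C dye load, 5-s basal, 120-s post-compound reads; technique: Fluo-8 intracellular calcium fluorescence, excitation 470-495 nm, emission 515-575 nm; read-out basis: percent activation from peak-to-basal fluorescence ratio, scaled between DMSO and carbachol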
CHOP inh – inhibitors of CHOP promoter induction, primary screen, cell-based, unfolded protein response, luciferase reporter | CHO-K1 CHOP-promoter luciferase, tunicamycin-induced, 15-18 h | inhibition, % at 10 µM | actives 3.8% (n = 220,000);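 active = compounds that reduced the stress-induced luciferase reporter signal by more than about 70% of percent inhibition, limit read from the data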;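 also: 0% = tunicamycin plus vehicle and 100% = wells without tunicamycin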
EP2 antag – human EP2 receptor antagonists, primary screen, TR-FRET cAMP, C6 glioma cells. Prostaglandin E2 receptor EP2 subtype (Homo sapiens), P43116. C6 glioma cells expressing human EP2; cells stimulated with saturating PGE2. inhibition, % at 25 µM. actives 0.52% (n = 260,000);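 active = percent inhibition above 40 after rounding to a whole number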;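 also: rat C6 glioma host cells with rolipram phosphodiesterase inhibitor present; the protocol text gives 20 µM as final concentration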
TRPN1 ag – zebrafish TRPN1 channel agonists, primary screen, cell-based, HEK293, calcium fluorescence; transient receptor potential cation channel N1 (TRPN1/NompC), Danio rerio; HEK293 zebrafish TRPN1-YFP, Fluo-8 calcium fluorescence; 100% = response to 87 µM carbachol; activation, % at 3 µM; actives 0.18% (n = 220,000); AID 1424, 2008;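 active = activation above its plate's cutoff, the mean activation of test wells on that plate plus 3 SD, cut at about 19% in these data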;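 also: 0% = DMSO alone and 100% = 87 µM carbachol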
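Assay system: Zebrafish TRPN1-YFP in HEK293 cells | Incubation: Dye loading 1 h at 37 °C, then 30 min room temperature | Measured by: Kinetic Fluo-8 fluorescence, ex 470-495, em 515-575 nm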
14-3-3 Bad inh – inhibitors of 14-3-3 zeta/Bad binding, primary screen, biochemical, TR-FRET, bovine 14-3-3 zeta | 14-3-3 protein zeta/delta (Bos taurus), P63103 | TR-FRET 14-3-3zeta/Dy647-pBad peptide displacement, 1 h | inhibition, % at 21.7 µM | actives 0.71% (n = 220,000) | AID 781, 2007;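 active = inhibition above about 70%, limit read from the data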;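 also: 0% = full 14-3-3 plus peptide FRET controls and 100% = background without 14-3-3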
Target sequence (P63103 whole entry, looked up): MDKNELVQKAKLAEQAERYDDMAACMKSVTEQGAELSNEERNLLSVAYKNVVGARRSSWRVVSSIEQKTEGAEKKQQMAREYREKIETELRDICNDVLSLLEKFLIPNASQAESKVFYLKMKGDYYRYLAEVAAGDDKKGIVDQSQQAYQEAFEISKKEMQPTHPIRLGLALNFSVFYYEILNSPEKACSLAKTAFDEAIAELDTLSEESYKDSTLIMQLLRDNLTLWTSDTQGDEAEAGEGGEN
NPY-Y1 antag – NPY-Y1 receptor antagonists, primary screen, cell-based | HEK293-CNG Y1 cells, membrane potential fluorescence; NPY at EC95, then isoproterenol | inhibition, % at 3.6 µM | actives 1% (n = 200,000) | AID 1040, 2008;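 active = inhibition above the campaign mean inhibition of all tested compounds plus 3 SD, cut at about 20% in these data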;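 also: 0% = DMSO wells given NPY plus isoproterenol and 100% = isoproterenol alone without NPY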
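System: HEK293 cells with Y1 receptor plus CNG channel / Probe or stimulus: NPY 25 nM then isoproterenol 1 µM plus Ro 20-1724 25 µM / Compound: one concentration, 3.6 µM, in 0.4% DMSO / Schedule: compound incubation 1 h at room temperature, readout 45 min post-stimulation / Measured by: membrane potential fluorescence / Read-out: % inhibition of NPY effect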
The depositor's hits bear a star; · = no result given; & = joins results of further samples; [ ] = another dose, or the depositor's remark. A portion of the library (hit frequency here may not be typical).

Every second line gives: EP2 modulator	PPC-1+TRAIL kill	NPY1 pot ag	TRPML3 ag	CHOP inh	EP2 antag	TRPN1 ag	14-3-3 Bad inh	NPY-Y1 antag
O=C1CCC(C(=O)Nc2cccc3ccccc23)N1 (configuration not stated)
    7.3	36.5	-3.4	0.2	18.6	·	-0.6	-1.3	-3.8
Cc1ccc(C(=O)N2CC3(C(C)C)CN(C(=O)c4ccc(C)cc4)CC(C(C)C)(C2)C3=O)cc1
    39.6	27.2	7.1	0.4	16.5	·	-1.6	-3.4	1.9
N/C(COc1ccc(F)cc1)=N\NC(=O)c1cccnc1Oc1ccccc1
    -5.6	11.7	1.4	1.3	4.2	22.6	0.4	-4.7[fluorescence artefact?]	-5.2
O=C1CCCC(O)=C1N=Nc1c(Cl)cc(Cl)cc1Cl
    10.5	10.8	4.9	0.5	10.2	9.0	1.2	-0.5[fluorescence artefact?]	6.7
CCCCNS(=O)(=O)c1ccc(NC(=O)c2c(-c3ccccc3Cl)noc2C)cc1
    48.5	2.3	14.4	0.9	44.0	9.6	1.1	-14.7	1.0
Cc1onc(-c2c(F)cccc2Cl)c1C(=O)NNC(=O)C1CCN(Cc2cccc(F)c2)CC1
    -27.2	-0.1	-2.6	0.7	21.5	5.1	0.8	-1.8	1.7
CCC(C)OC(=O)C1=C(C)NC(=O)CC1c1ccccc1OC (configuration not stated)
    -16.9	19.1	14.2	-1.6	16.6	6.0	-2.0	-1.5	-6.0
O=S(=O)(/N=C(/c1ccccc1Cl)N1CCOCC1)c1ccccc1
    2.0	-4.7	10.4	0.0	2.2	5.7	-1.7	2.9	4.5
O=C(N1CCOCC1)N1CCN(C(c2ccccc2)c2ccccc2)CC1
    21.0	-4.1	-9.4	-1.1	-13.0	4.8	-0.5	2.9	-0.6
CC(C)C(NC(=O)c1ccco1)C(=O)NCC(c1ccco1)N1CCCCC1 (configuration not stated)
    20.7	-3.2	-0.5	-0.4	31.0	7.2	0.5	2.4	3.6
CCCOc1ccc(C2C(C(=O)/C=C/c3ccco3)=C(O)C(=O)N2CCN2CCOCC2)cc1OC (configuration not stated)
    19.1	10.4	16.3	0.9	-6.2	15.1	0.8	-1.4	-1.5
CS(=O)(=O)N1N=C(c2cccs2)CC1c1ccccc1 (configuration not stated)
    1.2	10.8	-6.8	0.2	2.4	9.2	-0.2	-1.0	·
Cc1nnc(N/N=C/C(C)c2ccccc2)[nH]c1=O (configuration not stated)
    1.9	3.1	3.6	0.7	6.2	12.0	0.0	-7.8	·
O=C(Nc1cccc(Cl)c1)c1cc(N=Nc2ccc([N+](=O)[O-])cc2Cl)ccc1O
    -64.4	14.2	12.6	0.3	36.3	39.4	4.1	15.7	·
COc1ccc(-c2c([C@H]3[C@H]4C=CC[C@@H](C)[C@@H]4C(=O)N3Cc3ccccc3)ccc3ccccc23)cc1
    22.2	14.0	·	·	-4.0	10.5	·	0.1	·
CCCC(C)NC(=O)COC(=O)c1ccc(Cl)c(S(N)(=O)=O)c1 (configuration not stated)
    9.1	-10.0	0.5	1.0	-4.0	16.5	0.0	7.1	-3.4
Cc1cc(C)n2nc(SCC(=O)c3cc(C)n(CC4CCCO4)c3C)nc2n1 (configuration not stated)
    -20.8	14.9	10.5	1.3	14.8	-0.1	4.0	-10.6	4.5
C/C(Cc1ccccc1)=N\NC(=O)CNC(=O)Cc1ccc(Cl)cc1
    -23.0	0.2	12.1	-0.2	-0.3	2.9	-0.3	0.0	·
CCc1cc2ccc(OC)cc2nc1SCC(=O)NNC(=O)c1ccco1
    7.5	-0.2	-1.9	-0.1	16.9	3.1	-1.6	4.8	4.2
COc1ccc(N2CCN(CC(=O)N3N=CCC3c3ccccc3)CC2)cc1 (configuration not stated)
    -13.6	-11.4	-11.7	0.4	-9.6	5.8	1.9	-3.5[fluorescence artefact?]	6.2
O=C(NNc1cc(Cl)ccc1Cl)c1c(F)cccc1Cl
    -23.6	19.6	-27.9	-0.9	1.0	8.4	-0.2	-8.4	·
COc1ccc(-n2c(Cc3cc(=O)[nH]c(=O)[nH]3)nnc2SCC(=O)NC2CCCC2)cc1
    -7.9	1.2	8.9	0.3	3.5	6.8	2.2	8.2	3.6
COc1ccc(OC)c(NC(=O)C(=O)NNC(=O)COc2ccc(Br)cc2C)c1
    17.0	3.4	-6.3	-0.6	14.8	2.5	1.9	14.2	6.5
O=C(Nc1ccccc1C(=O)NCc1ccc(Cl)cc1)c1ccco1
    17.6	28.2	-17.9	-1.5	20.7	·	-1.4	34.1[fluorescence artefact?]	5.0
COc1ccc(OC)c(C2CC(c3ccc(NS(C)(=O)=O)cc3)=NN2C(=O)c2ccccc2)c1 (configuration not stated)
    -4.6	6.5	5.8	1.0	-3.8	7.0	2.3	1.6	-2.1
Cn1c(=O)[nH]c(=O)c2c1nc(Br)n2CCCCSc1nc2ccccc2o1
    -17.0	-10.8	-8.1	1.9	30.6	8.6	3.4	5.1	6.7
O/N=C(\COc1ccccc1O)c1ccccc1
    3.2	9.6	14.3	0.7	56.0	5.0	0.4	2.3	-1.4
CNC(=O)c1ncnnc1N(C)C(=O)NCc1ccccc1
    8.7	1.1	16.0	0.9	18.9	6.3	0.0	4.8	-3.4
C=CCn1c(O)c(N=NC(=O)CNC(=O)/C=C/c2ccco2)c2ccccc21
    -10.8	25.5	4.8	-0.7	-19.7	10.6	-2.2	-0.1[fluorescence artefact?]	10.5
CCc1ccccc1NC(=O)Nc1ccc2c(c1)OCO2
    -25.0	5.8	13.4	1.1	6.7	2.0	0.1	-5.2	-0.4

Full records as entered above:
Shown for `CCCOc1ccc(C2C(C(=O)/C=C/c3ccco3)=C(O)C(=O)N2CCN2CCOCC2)cc1OC` (configuration not stated) → EP2 modulator = 19.1; PPC-1+TRAIL kill = 10.4; NPY1 pot ag = 16.3; TRPML3 ag = 0.9; CHOP inh = -6.2; EP2 antag = 15.1; TRPN1 ag = 0.8; 14-3-3 Bad inh = -1.4; NPY-Y1 antag = -1.5
Shown for `Cc1ccc(C(=O)N2CC3(C(C)C)CN(C(=O)c4ccc(C)cc4)CC(C(C)C)(C2)C3=O)cc1` → EP2 modulator = 39.6; PPC-1+TRAIL kill = 27.2; NPY1 pot ag = 7.1; TRPML3 ag = 0.4; CHOP inh = 16.5; EP2 antag = ·; TRPN1 ag = -1.6; 14-3-3 Bad inh = -3.4; NPY-Y1 antag = 1.9

(further entries)
Every second line gives: EP2 modulator	PPC-1+TRAIL kill	NPY1 pot ag	TRPML3 ag	CHOP inh	EP2 antag	TRPN1 ag	14-3-3 Bad inh	NPY-Y1 antag
CCOc1cc(CNc2ccccc2)cc(Br)c1OCc1ccc(F)cc1
    15.5	11.6	-14.7	0.1	25.0	3.9	-0.4	-13.0	3.7
Cn1c(=O)n(C)c2cc(S(=O)(=O)NCCc3ccccc3)ccc21
    7.2&-70.8	7.4	5.0	0.5	34.4	7.3&8.4	0.8	1.2	5.2
Cc1cc(C(=O)OCn2nnc3ccccc3c2=O)c(C)o1
    11.3	-5.2	-0.4	0.4	1.9	5.5	0.3	-1.3	3.7
S=c1[nH]nc(Cc2cccc3ccccc23)n1-c1ccccc1
    19.1	-11.8	-17.1	0.8	21.6	11.2	1.4	-13.6	0.5
CCCCCn1nc(C)c(/C=N/NC(=O)c2ccoc2C)c1C
    -49.5	-13.4	2.6	0.6	8.8	·	-0.3	3.2	5.7
N#CC1(c2ccccc2)CCCN1C(=O)c1ccccc1Br (configuration not stated)
    22.0	1.4	2.4	0.2	6.3	13.0	-1.4	-0.9[fluorescence artefact?]	-0.4
Cc1nc2cc(NCc3cccs3)ccc2n1C
    -37.2&-8.6	1.5	0.2	0.4	2.7	12.8&14.2	-0.5	-5.1	-2.0
Cc1nn(-c2ccccc2)c(NC(=O)c2cccs2)c(-c2ccc(Cl)cc2)c1=O
    14.9	4.1	-8.9	0.5	2.0	8.9	-0.4	3.8[fluorescence artefact?]	16.9
Cc1ccccc1OCc1nc2ccccc2c(=O)n1/N=C/c1cccc([N+](=O)[O-])c1
    16.8	22.8	-16.6	0.2	-1.3	4.2	-0.2	6.5[fluorescence artefact?]	3.5
NC(=O)C1(c2ccccc2)CCCN1C(=O)c1ccc(Br)cc1 (configuration not stated)
    -8.1	-9.1	2.9	-0.4	-9.7	3.0	-2.6	1.4	-1.8
COc1ccc(S(=O)(=O)n2oc(=O)cc2-c2ccccc2)cc1OC
    18.3	20.7	6.4	0.4	26.6	17.5	0.2	-9.1	4.5
Cc1ccc(/C=C2\CCC(C3CCCC3)C2=O)cc1 (configuration not stated)
    27.3	33.0	-8.9	1.0	65.3	5.7	0.8	6.5	0.5
O=C(NCc1ccco1)c1cc2n(n1)C(C(F)(F)F)CC(c1ccc(F)cc1)N2 (configuration not stated)
    -18.5	1.0	-16.2	1.8	45.3	2.0	4.0	0.7	-5.0
O=C(NC1CCCC1)C1CCCN(S(=O)(=O)c2cccc3cccnc23)C1 (configuration not stated)
    1.8	-8.0	-22.0	1.1	32.6	0.7	1.2	-0.1[fluorescence artefact?]	3.1
